Screening results (PubChem BioAssay)
M. tuberculosis – growth inhibition of non-replicating M. tuberculosis (AID 488890); Mycobacterium tuberculosis non-replicating, growth inhibition; higher % means a stronger effect; one-dose inhibition, % at 25 µM; IC50 in µM for titrated hits; 320,000 tested, 0.39% active; in the data active = a potency from the dose series; inconclusive = inhibition mostly from about 82% at the one dose, without a potency; inactive = the rest, 99 in 100 with inhibition below about 76%;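 also: plate controls were DMSO cells for no effect and high antibiotic wells for full effect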
inhibitors of VEEV – inhibitors of VEEV TC-83 cytopathic effect, confirmation, Vero cells (AID 588727); Vero cells, VEEV TC-83 cytopathic effect inhibition; higher % means a stronger effect; one-dose inhibition, % at 20 µM; IC50 in µM for titrated hits; 350,000 tested, 0.13% active; in the data active = a potency from the dose series; inconclusive = inhibition mostly from about 14% at the one dose, without a potency; inactive = the rest, 99 in 100 with inhibition below about 12%; also: strong numbers were not always called active
H1N1 NS1A inhibition – H1N1 influenza NS1A inhibitors, functional cell based assay (AID 504329). 340,000 tested, 0.3% active. inhibition, % at 12.5 µM; hits with a dose series show IC50 in µM. NS1A functional cell-based assay, percent inhibition; higher % means a stronger effect; in the data active = a potency from the dose series; inconclusive = inhibition above about 27% without an active follow-up result; also: strong numbers were not always called active
PhoP GFP inhibition – PhoP regulon inhibitors, Salmonella typhi PhoP promoter GFP reporter, confirmatory (AID 1850). Salmonella Typhi PhoP-promoter GFP reporter, fluorescence, 4 h; higher % means a stronger effect. inhibition, % at 50 µM, or IC50 in µM where a hit was titrated. 310,000 tested, 0.33% active; in the data active = a potency from the dose series; inconclusive = inhibition mostly from about 25% at the one dose, without a potency; inactive = the rest, 99 in 100 with inhibition below about 19%;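 also: 0% = induced wells with vehicle and 100% = uninduced wells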
H37Rv inhibition – M. tuberculosis growth inhibition, HTS (AID 449762); M. tuberculosis H37Rv growth inhibition, 7H9 media; higher % means a stronger effect; inhibition, % at 25 µM; hits with a dose series show IC50 in µM; 330,000 tested, 0.59% active; in the data active = a potency from the dose series; inconclusive = inhibition above about 70% without an active follow-up result;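 also: bacterial growth assessed after seven days of incubation; strong numbers were not always called active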
inhibitors of VEEV 10K pilot screen – also measured in inhibitors of VEEV; calls as there; inhibition, %; measured here: 10K pilot screen inhibition
An asterisk follows results filed as active; i = inactive; ? = inconclusive; nt = no result given.

SMILES	M. tuberculosis	inhibitors of VEEV	H1N1 NS1A inhibition	PhoP GFP inhibition	H37Rv inhibition	others
CC1C/C(=C/c2ccncc2)C(=O)/C(=C/c2ccncc2)C1 (stereo not given)	?	i	-6.9%	-13.6%	?
CCSc1nnc(NC(=O)NC(C)(C(F)(F)F)C(F)(F)F)s1	46.5%	1.3%	-5.0%	-11.4%	2.0%
CSc1cccc(NC(=O)CN(C)S(=O)(=O)c2ccc(F)cc2)c1	13.7%	1.0%	-0.5%	-4.3%	-0.7%
Cc1ccccc1[C@@H](NC(=O)OC(C)(C)C)C(=O)OC(C)(C)C	-25.8%	0.2%	-6.5%	nt	-7.2%
O=C(CCN1C(=O)C2CC=CCC2C1=O)NC1CCCCC1 (stereo not given)	nt	3.6%	-0.8%	-10.8%	-5.2%
CCOC(=O)COc1nc2ccc(Br)cc2c(-c2ccccc2)c1C(C)=O	6.0%	0.4%	2.9%	-14.2%	5.6%
CNC(=S)Nc1cc(S(=O)(=O)Nc2cc(Cl)ccc2Cl)ccc1N1CCCC1	7.4%	1.1%	-16.2%	5.5%	8.3%
CC(CN1CCCC(C(N)=O)C1)c1ccccc1 (stereo not given)	13.3%	i	7.5%	-8.7%	2.9%
COc1ccc(CCNC(=O)CN(C)S(=O)(=O)c2ccc3nc(C)sc3c2)cc1OC	3.4%	5.3%	-1.1%	1.6%	2.2%
O=C(N/N=C/c1ccccc1)c1[nH]c2ccc(Br)cc2c1-c1ccccc1	-15.6%	10.4%	-2.3%	-7.2%	-3.0%
COc1cc(S(=O)(=O)NCc2ccncc2)ccc1Br	8.3%	i	-7.0%	3.8%	-3.5%
C=C(C)CSc1nc2ccccc2[nH]1	15.8%	1.0%	3.1%	1.4%	-5.6%
COc1ccc(NC(=O)c2cn(-c3ccccc3)nc2-c2cc3ccccc3o2)cc1	-15.2%	8.2%	10.0%	-1.4%	-3.5%
CCCCNc1c(-c2ccc(OC)c(Sc3ccc(OC)cc3)c2)nc2ccccn12	35.1%	3.3%	8.0%	5.9%	?
CCCn1ncc(CN2CCN(Cc3ccc(C)o3)C(CCO)C2)c1C (stereo not given)	7.5%	i	-5.3%	11.0%	-7.5%
CS(=O)(=O)N(Cc1ccccc1)c1ccc(C(=O)Nc2ccccc2Sc2ccccc2)cc1	-25.4%	i	-5.7%	-4.4%	11.6%
Cc1ccc(NS(=O)(=O)c2cc(C(=O)O)ccc2Cl)cc1	7.0%	2.8%	-11.2%	5.9%	3.3%
O=C(Nc1cccc(F)c1)/C(=C\c1ccco1)NC(=O)c1ccco1	-9.2%	0.0%	-5.2%	12.4%	6.3%
Cc1c(C(=O)NC(C)C)sc2ncn(CC(=O)N3CCC(C)CC3)c(=O)c12	-9.6%	i	-18.3%	-6.6%	-6.7%
Cc1cc(C(=O)OCC(=O)c2ccc3c(c2)NC(=O)CO3)c2ccccc2n1	7.0%	1.4%	24.8%	-6.0%	-0.2%
CCSc1nc2c(cnn2-c2ccc(C)c(C)c2)c(=O)[nH]1	11.4%	0.7%	0.2%	nt	-7.6%
OC(COCC1COc2ccccc2O1)CN1CCN(c2ccc(F)cc2)CC1 (stereo not given)	55.9%	0.1%	-1.2%	-3.7%	16.0%
COc1cccc(/C=N/NC(=O)c2ccc(=O)n(C)c2)c1O	1.6%	1.3%	-1.5%	-5.3%	-7.3%
CC1=CC(C)(C)Nc2ccc(OC(=O)CCN3C(=O)c4ccccc4C3=O)cc21	nt	i	5.5%	9.7%	-8.2%
Cc1cc(C)cc(-n2nc(C)cc2N)c1	6.0%	2.1%	10.8%	11.0%	-11.9%

Next section:
SMILES	M. tuberculosis	inhibitors of VEEV	H1N1 NS1A inhibition	PhoP GFP inhibition	H37Rv inhibition	others
O=C(O)C1C2C=CC(C2)C1C(=O)NC1CCN(Cc2ccccc2)CC1 (stereo not given)	-6.3%	i	-9.7%	-0.4%	0.9%
COc1ccc(C2C(C(=O)NCc3cccnc3)c3cc(OC)c(OC)cc3C(=O)N2C)cc1 (stereo not given)	0.6%	0.5%	0.2%	-7.8%	-1.3%
O=C(CCN1CCCC1)Nc1ccc(Br)cc1	19.4%	i	5.0%	2.6%	-3.6%
CCN(CC(=O)Nc1ccccc1C(F)(F)F)C(=O)COc1cccc2c1OC(C)(C)C2	-0.7%	1.7%	1.2%	-5.1%	9.3%
COc1ccc(CCN(C)c2ncnc3sccc23)cc1OC	20.9%	8.9%	-5.2%	8.4%	3.4%
COC(=O)c1sc2nc(CN3CCOCC3)nc(N3CCOCC3)c2c1C	18.3%	0.2%	-1.5%	-4.0%	3.7%
COc1cccc(CN(C)C(=O)c2ccc(OCC(=O)N3CCOCC3)c(OC)c2)c1	-8.6%	1.2%	-6.7%	nt	-4.6%
Nc1cccc(-c2csc(-n3ncc(C(=O)O)c3C(F)(F)F)n2)c1	-24.0%	i	24.6%	-5.1%	2.6%
CC(O)CNc1ccc(-c2n[nH]c(=O)c3ccccc23)cc1[N+](=O)[O-] (stereo not given)	9.6%	0.1%	1.0%	-2.7%	2.5%
COc1ccc(CC(=O)NCC2COc3ccccc3O2)cc1 (stereo not given)	26.3%	1.2%	-2.2%	1.3%	-3.2%
CCC1S/C(=N/N=C/c2ccco2)N(Cc2ccccc2)C1=O (stereo not given)	-2.2%	6.0%	nt	1.0%	-0.9%
CCOC(=O)CSC1=C(C#N)C(=O)NC(c2ccc(OC)c(OC)c2)S1 (stereo not given)	0.3%	1.3%	4.3%	11.5%	-2.7%
CC(=O)N1CCN=C1SCc1ccc(F)cc1	26.4%	1.5%	-0.9%	9.0%	-0.9%
COc1ccc(N(CC(=O)NCc2cccs2)S(=O)(=O)c2c(C)n[nH]c2C)cc1	7.4%	1.3%	-1.3%	-4.7%	-3.8%
CCC1CCC2(CC1)NNC(=S)NN2	30.8%	3.4%	-8.1%	8.1%	3.0%
CCN1C(=O)c2ccccc2Sc2ccc(C(=O)NCCCN3CCOCC3)cc21	11.2%	1.7%	0.4%	-0.5%	1.5%
CC12CCC3C(CCC4CC(O)CCC43C)C1CC(O)C2 (stereo not given)	nt	9.0%	-1.1%	nt	nt
CCc1ccc(OC(=O)Nc2ccccc2)cc1	5.0%	1.1%	-1.1%	0.4%	-3.1%
CCN(Cc1ccccc1)S(=O)(=O)c1ccc2c(c1)NC(=O)CC(=O)N2	5.0%	0.8%	-11.3%	-2.0%	2.6%
CCOC(=O)N1CCN(C(=O)COc2ccc(S(=O)(=O)NC3CCCCC3)cc2C)CC1	7.8%	0.7%	1.9%	-8.2%	-0.7%
O=C(CCNS(=O)(=O)c1ccccc1F)N1CCN(C/C=C/c2ccccc2)CC1	-2.0%	2.3%	-8.2%	1.8%	1.0%
CC(=O)Nc1ccc(S(=O)(=O)NC2(C(F)(F)F)C(=O)Nc3c2c(=O)[nH]c(=O)n3Cc2ccccc2)cc1 (stereo not given)	42.4%	1.2%	1.4%	-4.7%	3.5%
CC(NS(=O)(=O)c1ccccc1)C(=O)Nc1ccc2c(c1)OCCO2 (stereo not given)	-17.9%	0.8%	-9.7%	-14.8%	-1.9%
C[C@]12c3[nH]c4ccccc4c3CCN1C(=O)C(CC(=O)NCC13CC4CC(CC(C4)C1)C3)C[C@@H]2C(=O)N1CCCCC1 (stereo not given in full)	56.1%	4.7%	4.2%	nt	21.5%
C=CCOc1c(CNc2ccc(C(=O)O)cc2)cccc1OCC	27.6%	0.1%	5.2%	-0.3%	2.6%

Filtered by structure, the entries above with a CF3 group
SMILES	M. tuberculosis	inhibitors of VEEV	H1N1 NS1A inhibition	PhoP GFP inhibition	H37Rv inhibition	others
CCSc1nnc(NC(=O)NC(C)(C(F)(F)F)C(F)(F)F)s1	46.5%	1.3%	-5.0%	-11.4%	2.0%
CCN(CC(=O)Nc1ccccc1C(F)(F)F)C(=O)COc1cccc2c1OC(C)(C)C2	-0.7%	1.7%	1.2%	-5.1%	9.3%
Nc1cccc(-c2csc(-n3ncc(C(=O)O)c3C(F)(F)F)n2)c1	-24.0%	i	24.6%	-5.1%	2.6%
CC(=O)Nc1ccc(S(=O)(=O)NC2(C(F)(F)F)C(=O)Nc3c2c(=O)[nH]c(=O)n3Cc2ccccc2)cc1 (stereo not given)	42.4%	1.2%	1.4%	-4.7%	3.5%

The list continues:
SMILES	M. tuberculosis	inhibitors of VEEV	H1N1 NS1A inhibition	PhoP GFP inhibition	H37Rv inhibition	others
O=C(NN=C(Cc1ccccc1)Cc1ccccc1)c1ccc(F)cc1	?	1.4%	-2.4%	-6.9%	10.4%
CC(NC(=O)CN1C(=O)NC2(CCCCC2C)C1=O)c1ccccc1 (stereo not given)	-10.9%	1.2%	-3.7%	nt	-13.9%
Cc1c(C)c2c(OCC(=O)NCc3ccccn3)cc3c(c2oc1=O)CCC(C)(C)O3	9.2%	10.0%	-8.3%	12.1%	-4.2%
CC(=O)OCCn1c2nc(=O)[nH]c(=O)c-2nc2cc(C)c(C)cc21	7.1%	i	-5.4%	-161.3%	0.7%
Cc1ccc(NC(=O)N2CCN(c3ccccn3)CC2)cc1	9.0%	i	2.8%	7.0%	2.2%	inhibitors of VEEV 10K pilot screen=1.8
CCN(Cc1ccccc1)C(=O)/C=C/c1ccccc1[N+](=O)[O-]	nt	i	15.4%	nt	nt
CCN1CCN(CCCN(Cc2ccco2)C(=S)Nc2cccc(Cl)c2C)CC1	10.4%	i	3.9%	-5.5%	3.0%
COc1ccc(N2C(=O)CCC(C(=O)NCc3ccccn3)C2c2ccc(OC)c(OC)c2)cc1 (stereo not given)	-12.2%	1.0%	2.5%	-0.9%	3.0%	inhibitors of VEEV 10K pilot screen=0.1
NNC(=O)c1cccc(COc2ccccc2Br)c1	-7.5%	i	3.0%	5.5%	-1.0%	inhibitors of VEEV 10K pilot screen=4.3
Cc1ccc(CSCC(=O)Nc2ccccc2)cc1	?	0.2%	-25.6%	-0.8%	25.4%
COc1cc(/C=N/N2C(C)CCCC2C)cc(Br)c1O (stereo not given)	3.8%	i	0.9%	10.7%	-8.7%
COC(=O)CCCn1nc(NC(=O)COc2ccc(F)cc2)cc1C	29.7%	0.9%	-0.8%	-4.6%	-8.4%
COc1cc(OC)cc(-c2c(-c3cccs3)c3cc(-c4ccc(C(N)=O)cc4)ccc3n2C)c1	7.1%	1.9%	-7.6%	nt	-0.4%
CC(C)(C)OC(=O)N[C@@H](Cc1ccccc1)c1nnc(S(=O)(=O)Cc2ccccc2)o1	?	nt	nt	3.0%	42.9%
Cc1ccc(-c2noc(-c3ccccc3C(=O)NCC3CCCO3)n2)cc1 (stereo not given)	4.5%	9.9%	-1.7%	4.2%	4.9%
COc1ccc(N(CC(=O)NCc2ccccc2)S(=O)(=O)c2c(C)nn(C)c2C)cc1	0.6%	2.4%	6.7%	-3.2%	-2.5%
CCOC(=O)N1CCN(S(=O)(=O)N2CCCC(C(=O)NCCc3ccc(OCC)c(OCC)c3)C2)CC1 (stereo not given)	17.0%	1.9%	0.9%	-1.5%	-4.2%
COc1cc(NC(=O)CCS(=O)(=O)c2ccc3c(c2)oc(=O)n3C)cc(OC)c1	14.9%	2.1%	-2.4%	5.8%	4.0%
CCCCc1nnc(NC(=O)CCS(=O)(=O)c2ccc(Cl)cc2)s1	?	i	-9.1%	nt	56.1%
COc1ccccc1NC(=O)CN1CCN(CC(=O)Nc2ccc(Cl)c(C(F)(F)F)c2)CC1	nt	4.9%	9.4%	nt	nt
COc1ccccc1/C=N/Nc1cc(C)nc(N2CCOCC2)n1	8.7%	1.8%	6.0%	-15.0%	-2.5%
COc1ccc(NC(=O)CCCCC#Cc2ccccc2)cc1	?	i	-3.3%	5.1%	?
CC1CC2OC(=O)C3(C)CCCC(C)(C23)C1(O)CCc1ccoc1 (stereo not given)	6.7%	1.4%	-8.3%	10.1%	-5.1%
Cn1c(=O)c2[nH]c(CCNC(=O)c3ccccc3)nc2n(C)c1=O	nt	1.0%	5.5%	nt	nt
COc1ccc(-c2ccc(CCC(=O)O)n2CC(=O)Nc2ccccc2C)cc1	-7.9%	0.4%	21.5%	9.7%	2.2%
CCCC(c1nnnn1Cc1ccc(F)cc1)N1CCN(C)CC1 (stereo not given)	-3.1%	0.2%	-13.7%	-0.5%	-0.6%

An excerpt from above in order of SMILES length, ascending.
SMILES	M. tuberculosis	inhibitors of VEEV	H1N1 NS1A inhibition	PhoP GFP inhibition	H37Rv inhibition	others
COc1ccc(CCN(C)c2ncnc3sccc23)cc1OC	20.9%	8.9%	-5.2%	8.4%	3.4%
OC(COCC1COc2ccccc2O1)CN1CCN(c2ccc(F)cc2)CC1 (stereo not given)	55.9%	0.1%	-1.2%	-3.7%	16.0%
CC1=CC(C)(C)Nc2ccc(OC(=O)CCN3C(=O)c4ccccc4C3=O)cc21	nt	i	5.5%	9.7%	-8.2%
